Bcl-xL primary – Bcl-xL (human) inhibition; GST-Bcl-xL / FITC-Bim BH3 peptide fluorescence polarization; 320,000 tested, 0.7% active; inhibition, % at 10.9 µM; Q07817;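 active = inhibition above the mean of all tested compounds plus 3 SD, cutoff set per campaign, cut at about 30% in these data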;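 also: 0% = DMSO wells and 100% = unlabeled Bim-BH3 peptide competitor; inhibitors lower millipolarization by displacing the labeled peptide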
Target sequence (Q07817 whole entry, looked up): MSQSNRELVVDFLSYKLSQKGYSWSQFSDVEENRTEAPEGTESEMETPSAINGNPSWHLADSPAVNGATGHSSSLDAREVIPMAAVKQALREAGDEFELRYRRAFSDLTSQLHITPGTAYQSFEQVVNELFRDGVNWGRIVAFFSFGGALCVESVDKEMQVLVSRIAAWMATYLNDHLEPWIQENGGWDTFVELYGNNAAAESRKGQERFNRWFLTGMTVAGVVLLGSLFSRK
AGP1-GFP MLPCN – alters AGP1-GFP fluorescence in TOR pathway yeast screen; S. cerevisiae AGP1-GFP multiplex flow cytometry, 3 h; GFP as percent of DMSO wells; GFP response vs DMSO, % at 10 µM; 320,000 tested, 0.02% active;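 active = GFP response relative to DMSO above a set limit, near screen average plus 3 SD, cut at about 150% in these data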;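 also: median GFP channel fluorescence of the gated AGP1 strain per well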
Fam108B inh – blocks mouse Fam108B hydrolase in RBBP9 counter-screen | recombinant Fam108B, FP-Rh probe fluorescence polarization | inhibition, % at 9.51 µM | 300,000 tested, 0.33% active;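 active = inhibition above the screen mean inhibition plus 3 SD, computed separately per campaign, cut at about 18% in these data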;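 also: inhibitors lower polarization as less probe binds the enzyme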
MEX-5 binding – C. elegans MEX-5 TCR-2 RNA binding activity | activity score (negative = inhibition of binding), % at 10 µM | 300,000 tested, 0.38% active | MEX-5/FITC-TCR2 RNA binding, fluorescence polarization; active compounds read low;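 active = inhibition past about -25% in most replicates, and total fluorescence under double the plate's negative control median, limit read from the data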;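 also: 0% = DMSO and -100% = 5 µM competing unlabeled TCR2 RNA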
CIT2 TOR yeast – yeast TOR pathway CIT2-GFP modulation. GFP response vs DMSO, % at 10 µM. S. cerevisiae CIT2-GFP strain, flow cytometry, 3 h; 100 means same as DMSO wells. 320,000 tested, 0.065% active;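 active = GFP response relative to DMSO above a set limit, near the screen mean plus 3 SD, cut at about 150% in these data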;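 also: ratio of well median GFP fluorescence to mean of DMSO wells on the plate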
GRK2 inh – human GRK2 inhibition via aptamer displacement | bead flow cytometry, FAM-aptamer displacement from GRK2 | 330,000 tested, 0.59% active | inhibition of aptamer binding, % at 10 µM | P25098 | AID 488847;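 active = inhibition of aptamer binding above 40%, roughly 3 SD of noise, on plates passing a quality check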;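 also: median bead fluorescence of bound FAM aptamer so fluorescent compounds give negative values; no value below 0 was filed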
MCL1 BIM primary – MCL1-BIM-BH3 interaction inhibition (human); GST-MCL1 / FITC-Bim-BH3 fluorescence polarization; 320,000 tested, 0.68% active; AID 2057; Q07820; inhibition, % at 10.9 µM;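 active = inhibition above the mean inhibition of all tested compounds plus 3 SD, set per campaign, cut at about 40% in these data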;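 also: 0% = DMSO wells and 100% = unlabeled Bim-BH3 peptide control; higher means more loss of mP so more displacement of Bim peptide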
Target sequence (Q07820 whole entry, looked up): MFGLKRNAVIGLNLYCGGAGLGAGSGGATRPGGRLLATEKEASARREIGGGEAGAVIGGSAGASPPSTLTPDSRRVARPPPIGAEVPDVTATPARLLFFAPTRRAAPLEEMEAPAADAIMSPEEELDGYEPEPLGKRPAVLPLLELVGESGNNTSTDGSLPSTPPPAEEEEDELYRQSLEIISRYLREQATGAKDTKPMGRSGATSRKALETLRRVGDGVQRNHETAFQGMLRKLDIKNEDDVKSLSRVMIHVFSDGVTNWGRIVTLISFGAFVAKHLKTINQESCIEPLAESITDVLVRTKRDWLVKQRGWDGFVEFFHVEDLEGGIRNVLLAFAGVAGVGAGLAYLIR
VLA-4 inh – inhibition in a human VLA-4 binding assay. inhibition, % (about 7 µM as worked out from the volumes in the protocol). VLA-4 expressing cells, ligand binding flow cytometry. 330,000 tested, 0.2% active. AID 2557; in the data active = inhibition above about 50%
GLD-1 TGE inh – GLD-1-TGE RNA interaction inhibition (C. elegans) | purified GLD-1 + fluorescein TGE RNA, fluorescence polarization | inhibition, % at 5.96 µM | 320,000 tested, 0.44% active;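 active = percent inhibition above a per-plate cutoff, the plate mean of test compounds plus 3 SD, cut at about 30% in these data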;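 also: 0% = DMSO wells with GLD-1 and probe and 100% = wells lacking GLD-1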
Starred values were filed as active, the others as inactive; / = no result given.

SMILES	Bcl-xL primary	AGP1-GFP MLPCN	Fam108B inh	MEX-5 binding	CIT2 TOR yeast	GRK2 inh	MCL1 BIM primary	VLA-4 inh	GLD-1 TGE inh
O=c1cc(-c2ccc([N+](=O)[O-])cc2)nc2cc(-c3ccc(F)cc3)[nH]n12	9	102	8	2.6	106	0	7	4	8
O=C(c1cccc(NS(=O)(=O)c2cccc([N+](=O)[O-])c2)c1)N1CCOCC1	6	103	4	3.8	105	1	-2	-9	5
Cc1oc(-c2cccc(Cl)c2)nc1CS(=O)(=O)CC(=O)NC1CCCC1	4	92	1	-0.9	95	67*	2	1	10
Cc1oc(-c2cc(F)cc(F)c2)nc1CN1CCSCC1	1	87	-1	-0.8	95	0	1	17	6
CC(NC(=O)COC(=O)c1ccc[nH]c1=O)c1ccccc1 (centres undefined)	/	101	/	/	99	5	/	3	5
CC1=NN(C(=O)c2cccc(Cn3nc(C)c([N+](=O)[O-])c3C)c2)C(O)(C(F)(F)F)C1 (centres undefined)	1	101	0	1.0	101	0	2	5	3
O=c1cc(N2CCOCC2)[nH]c(=O)n1C1CCCCC1	0	91	-3	-1.0	98	2	-2	22	-1
Cc1ccccc1-c1cc(C(=O)NCc2cccc(Br)c2)nn1CC1CC(c2cccc([N+](=O)[O-])c2)=NO1 (centres undefined)	/	103	/	/	101	4	/	7	-3
O=C(O)Cc1ccc(NC(=S)Nc2ccc(Br)cc2Cl)cc1	3	92	-4	-0.2	89	4	8	-9	2
O=C1N/C(=N/O)S/C1=C/c1cccnc1	4	98	1	-2.1	102	3	3	-1	8
COC(=O)[C@]1(C)N[C@H](CN(C)S(=O)(=O)c2ccc(OC)cc2)[C@@H]2C(=O)N(C)C(=O)[C@@H]21	/	97	/	/	96	2	/	-16	-1
C=C(C)C(=O)NC1=NN(c2ccccc2)C(=O)C1	4	92	1	0.5	90	3	7	22	1
COc1ccc(CCNC(=O)CCC(=O)c2cccs2)cc1OC	-1	106	6	3.6	99	0	2	15	-1
COC(=O)N/N=C/c1cn(Cc2ccccc2F)c2ccccc12	3	102	0	1.2	94	0	-2	3	8
O=C(CC1CCCC1)Nc1nc2ccccc2[nH]1	0	93	1	0.1	86	0	2	4	0
CC(C)(C)N(CC#CCC(O)(c1ccccc1)c1ccccc1)CCO	7	106	0	-6.2	94	0	7	-5	0
CCOC(=O)c1c(C)sc2c1N(C(C)=O)c1cc(Cl)ccc1S2	-2	86	-2	-0.5	83	0	2	-7	3
CCCN(CC(=O)Nc1cccc(Br)c1)CC(=O)Nc1ccc(F)c(F)c1F	-4	98	-4	-0.1	98	2	-10	4	6
CC(C)(C)S(=O)(=O)c1ccsc1C(=O)O	2	103	4	4.4	106	1	-5	0	-10
Cc1ccc(C(=O)CSc2nc3cccnc3n2C)cc1	-10	98	4	1.0	89	0	-5	-1	-4
CCOC(=O)C1C(=O)NC(c2ccccc2)=NC1c1ccc(Br)cc1 (centres undefined)	6	96	-5	-0.6	85	0	9	-3	5
COc1ccc(OCC(=O)NCCCN2CCOCC2)cc1	0	/	5	-9.1	98	0	6	-5	2
Cc1ccc(CNC(=O)c2cc(-c3cc(C)cc(C)c3O)n[nH]2)cc1	0	103	-9	1.4	96	3	1	6	-4
O=C(CNC(=O)c1ccc2c(c1)OCO2)Nc1ncccc1O	17	97	2	-16	87	0	19	29	14
COCCn1cnc2c1c(=O)n(Cc1c(F)cccc1Cl)c(=O)n2Cc1ccccc1	-3	99	3	1.7	92	0	-6	-3	2
CC(=O)N1c2ccc(S(=O)(=O)N3CCCC(C(=O)Nc4cccc(F)c4)C3)cc2CC1C (centres undefined)	-1	107	-3	-0.1	105	0	-2	-8	0
Cc1nc2ccc(F)cc2cc1C(=O)Nc1ccc(Cl)c(Cl)c1	-3	91	-8	0.4	88	3	-10	1	-16
Cc1nc2ccccn2c1/C(O)=C1\C(=O)C(=O)N(CCN(C)C)C1c1ccco1 (centres undefined)	13	109	-1	0.6	112	1	14	-8	8
O=C(NCCc1c[nH]c2ccccc12)C(F)(F)C(F)F	3	96	3	2.0	99	0	0	6	1
O=C1N(CN2CCN(c3cccc(Cl)c3)CC2)c2ccccc2C12OCCCO2	5	104	2	0.5	99	0	10	20	0
CCn1nc(C)c(NC(=O)CC23CC4CC(CC(C4)C2)C3)c1C	6	101	-6	-3.7	105	0	0	2	-1
CCSc1ccc2nnc(-c3cccc(F)c3)n2n1	-2	93	1	1.6	95	2	-15	-2	2
COc1ccc(NS(=O)(=O)c2cc(S(C)(=O)=O)ccc2C)cc1	3	95	-5	1.9	100	21	11	14	-1
COC(=O)c1[nH]c2cccc(OC)c2c1NC(=O)CN(C)CC1OCCO1	3	96	1	2.2	91	3	-2	16	-7
O=C(Nc1ccc(Cl)c(Cl)c1)Nc1cc(C(=O)N2CCOCC2)ccc1N1CCCCC1	5	105	-2	1.1	104	0	9	23	0
CCNc1nc(SCC(=O)Nc2ccc(Cl)c(Cl)c2)nc(N2CCOCC2)n1	2	95	-4	-1.0	94	0	-5	-7	-3
CS(=O)(=O)NCc1nnc(SCc2c(F)cccc2Cl)o1	6	107	-2	2.5	107	0	0	3	0
O=C(Cc1ccccc1)NNC1CC(=O)N(c2ccc(Cl)cc2)C1=O (centres undefined)	5	107	3	-0.3	103	1	-3	-2	-1
COCCCn1c(=O)c2sccc2n(Cc2cc(C(=O)OC)ccc2OC)c1=O	4	87	4	0.7	92	0	17	11	0
Cc1nc(SCc2cccnc2)[nH]c(=O)c1C	2	102	0	0.7	97	2	0	7	4
COCCNC(=O)C1CC(c2ccccc2C(F)(F)F)=NO1 (centres undefined)	5	/	-4	-3.3	/	/	1	/	2
COC(=O)[C@]1(Cc2ccccc2)N[C@H](CN(C)C(=O)c2ccc(C(C)(C)C)cc2)[C@@H]2C(=O)N(Cc3ccccc3)C(=O)[C@@H]21	/	106	/	/	99	0	/	15	0
Cc1cc(C)nc(NC(=S)Nc2cccc(F)c2)c1	4	98	5	3.2	94	0	2	5	8
O=C(c1cccc(C(F)(F)F)c1)N1CCCCCC1	2	103	1	3.6	99	2	3	14	6
c1ccc(OCCSc2nnnn2-c2ccccc2)cc1	-1	86	2	-3.1	86	1	3	-1	1
Cc1onc(-c2c(Cl)cccc2Cl)c1C(=O)NCc1cccs1	7	104	-2	1.3	105	1	13	-13	-1
Cc1ccc(NC(=O)C2CCCN2C(=O)OCc2ccccc2)c(C)c1 (centres undefined)	5	110	-4	-2.6	106	0	10	-12	4
CC#CCCCC(=O)Nc1ccc(C(=O)O)cc1	2	102	1	-1.4	93	4	-1	-13	11
O=C(NNC(=O)c1ccccc1OCc1ccccc1)c1ccccc1O	/	111	/	0.1	113	1	/	7	/
O=C(Oc1cccc(/C=N/Nc2nc(Nc3ccccc3)nc(N3CCOCC3)n2)c1)c1ccco1	-2	95	-20	1.8	96	0	1	9	4
Continued:
SMILES	Bcl-xL primary	AGP1-GFP MLPCN	Fam108B inh	MEX-5 binding	CIT2 TOR yeast	GRK2 inh	MCL1 BIM primary	VLA-4 inh	GLD-1 TGE inh
CCc1nnc(NC(=O)CSc2nnc(CNC(=O)c3ccccc3F)n2C)s1	9	101	0	-0.8	97	1	18	3	8
O=C(c1[nH]ncc1-c1cccc(Br)c1)C1CO1 (centres undefined)	3	119	-3	1.9	101	2	1	1	6
O=C(CSC1=NS(=O)(=O)c2ccccc2N1)N1CCCCC1	4	103	0	1.1	97	2	5	20	2
COc1ccc(C2CC(c3c(-c4ccccc4)c4cc(Cl)ccc4[nH]c3=O)=NN2S(C)(=O)=O)cc1 (centres undefined)	1	89	-23	0.3	91	1	-3	14	-6
Cc1ccc(C)c(S(=O)(=O)N2CCCCC2CCNC(=O)C(=O)NCc2ccco2)c1 (centres undefined)	3	87	-1	-0.3	102	1	3	-7	0
OCc1cn(-c2ccccc2)nc1-c1ccc(-c2nn(-c3ccccc3)cc2CO)cc1	3	108	-7	0.4	104	1	-1	2	-3
CN(C)C(=O)c1ccc(NC(=O)COC(=O)c2cc(S(=O)(=O)N(C)C)ccc2N2CCCC2)cc1	-16	105	2	-4.2	97	2	-27	1	5
O=C(Nc1cccc(S(=O)(=O)N2CCOCC2)c1)C1CC1	/	107	/	/	101	8	/	24	6
CCc1nnc(NC(=O)[C@@H](NC(=O)c2cccc(S(=O)(=O)N(CC)CC)c2)C(C)C)s1	3	/	0	4.0	109	0	6	0	6
O=[N+]([O-])c1ccc(CSc2ccc(-c3ccccn3)nn2)cc1	2	97	-7	2.1	97	7	5	-4	4
Cc1ccc(COC(=O)c2cc(S(=O)(=O)N3CCCCC3)ccc2N2CCOCC2)cc1	-2	101	-3	-0.1	90	3	-15	1	4
CCS(=O)(=O)N1CCC(C(=O)NCCC2=CCCCC2)CC1	3	103	1	0.1	101	1	6	22	2
CCn1cc(C(=O)O)c(=O)c2cc(S(=O)(=O)N(C)C)ccc21	0	114	0	0.5	122	0	5	0	4
CCCOc1ccc(C2/C(=C(/O)c3ccccc3)C(=O)C(=O)N2CCCN(C)C)cc1OC (centres undefined)	0	108	-5	/	100	0	-4	-8	-2
COC(=O)CCC(=O)OC1(C)C(=O)C2=CN(Cc3ccccc3)C(c3ccc(OC)cc3)=CC2=C(Br)C1=O (centres undefined)	30	99	0	-20	86	14	38	12	17
COc1ccc2nc(C)c3cc(C)oc3c2c1	-1	103	2	/	103	1	-4	0	1
COc1ccc(C(=O)NC(=S)Nc2ccc(N3CCCC3)cc2)cc1	4	98	1	-1.4	82	0	12	-5	6
Cc1ccc(SCCCCN2C(=O)NC(C)(C)C2=O)cc1	10	102	2	0.6	114	0	9	15	8
O=C(CSc1nc(-c2ccc(F)cc2)cc(C(F)(F)F)n1)NCc1cccs1	3	92	0	-0.1	94	2	2	-8	-1
CC(=O)N1CC=CC1(CC(C)C)C(=O)NCCc1c[nH]c2ccccc12 (centres undefined)	1	79	2	2.7	68	2	0	23	-5
CCCn1c(/C=C/c2cc[n+](C)cc2)nc2ccccc21	67*	99	0	0.6	98	4	72*	-5	30
CCC(C)(C(=O)NC1CCCC1)N(C(=O)CNC(C)=O)c1ccccc1 (centres undefined)	0	94	3	1.5	94	1	0	2	0
O=C(C1CCN(c2ncnc3c2sc2cccc(F)c23)CC1)N1CCOCC1	5	101	0	-1.0	95	2	2	-13	-3
O=C(COC(=O)c1ccc2ccccc2c1O)NCC(F)(F)F	4	107	1	0.2	112	2	8	3	2
Cc1[nH]n(-c2ccc([N+](=O)[O-])cc2)c(=O)c1C=NCCN1CCN(C(=O)c2ccc(Br)cc2)CC1	5	94	6	-0.5	89	0	3	15	5
COc1ccc([N+](=O)[O-])cc1NC(=O)C1CCCNC1=O (centres undefined)	0	92	-4	1.6	97	1	3	14	-1
